HSF1 inhib – HSF1 inhibition; NIH3T3-HGL HSE-luciferase, MG132-induced, luminescence 8 h; hits give low values; activity change, negative = inhibition, % at 7.5 µM (by protocol); hit rate 0.77% among 300,000;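 active = more than half of replicate wells show activity change below -50%, luminescence cut by over half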;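 note: luciferase reports HSF-1 transcriptional activity via heat shock element; 0% = median of DMSO wells and -100% = zero luminescence signal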
HSP90 refold inh – HSP90 refolding inhibition in rabbit reticulocyte lysate; inhibition, % at 5.6 µM; luciferase refolding luminescence, 3 h; hit rate 0.91% among 290,000;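 active = inhibition above the screen-wide mean plus 3 SD, computed separately per campaign, cut at about 16% in these data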;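 note: 0% = DMSO wells and 100% = 60 µM geldanamycin wells; inhibitors lower the luminescence because luciferase stays unfolded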
GSK3A inh – blocks human GSK-3 alpha kinase | P49840 | ADP-Glo luminescence, 60 min | inhibition, % at 10 µM | hit rate 0.1% among 320,000;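 in the data active = inhibition above about 50%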;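 note: GST-tagged GSK-3 alpha with peptide substrate and 25 µM ATP; 0% = DMSO neutral wells and 100% = GW8510 positive control wells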
Target sequence (P49840 whole entry, looked up): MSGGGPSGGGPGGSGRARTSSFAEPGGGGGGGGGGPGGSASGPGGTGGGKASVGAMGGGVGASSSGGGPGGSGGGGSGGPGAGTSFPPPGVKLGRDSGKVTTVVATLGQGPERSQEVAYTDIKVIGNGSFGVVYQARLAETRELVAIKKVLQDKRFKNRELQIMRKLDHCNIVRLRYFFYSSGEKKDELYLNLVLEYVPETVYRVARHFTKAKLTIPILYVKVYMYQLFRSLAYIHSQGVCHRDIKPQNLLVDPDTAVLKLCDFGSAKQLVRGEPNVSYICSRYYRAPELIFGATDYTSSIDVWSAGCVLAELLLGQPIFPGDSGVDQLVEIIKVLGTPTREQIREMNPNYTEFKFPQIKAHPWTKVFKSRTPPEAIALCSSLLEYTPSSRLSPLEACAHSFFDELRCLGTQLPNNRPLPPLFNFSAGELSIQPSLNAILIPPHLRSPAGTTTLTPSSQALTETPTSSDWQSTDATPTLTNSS
HDAC3 inh – human HDAC3 inhibition; inhibition, % at 8.3 µM; AID 2718; recombinant HDAC3, fluorogenic peptide/trypsin coupled, fluorescence; hit rate 0.15% among 320,000; in the data active = inhibition above about 26%, passing the limit was not always enough
Target sequence (O15379 whole entry, looked up): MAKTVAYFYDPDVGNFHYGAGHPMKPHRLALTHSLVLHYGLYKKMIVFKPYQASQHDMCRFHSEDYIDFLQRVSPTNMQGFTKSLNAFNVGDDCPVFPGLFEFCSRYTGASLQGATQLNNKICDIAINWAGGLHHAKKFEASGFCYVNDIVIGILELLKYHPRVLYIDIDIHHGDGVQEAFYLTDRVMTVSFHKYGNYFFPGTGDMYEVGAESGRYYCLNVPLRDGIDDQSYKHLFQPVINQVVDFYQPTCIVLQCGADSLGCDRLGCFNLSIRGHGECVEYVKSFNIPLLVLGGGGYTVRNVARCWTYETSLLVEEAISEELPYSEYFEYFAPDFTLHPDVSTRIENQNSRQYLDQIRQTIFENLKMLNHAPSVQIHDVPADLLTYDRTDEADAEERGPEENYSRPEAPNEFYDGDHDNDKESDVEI
DYRK1A inh – Dyrk1A (rat) kinase inhibition. ADP-Glo luminescence, NFATc1 peptide. inhibition, % at 12.5 µM. hit rate 0.43% among 310,000. AID 504441; in the data active = inhibition above about 50%;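 note: plate controls were vehicle with enzyme for no effect and no enzyme for full effect; many of its hits are not listed in these tables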
HSF-1 act – increases HSF-1 driven luciferase reporter signal; hit rate 1.7% among 300,000; NIH3T3-HGL HSF-1 luciferase reporter, MG132, 8 h; 100% = twice DMSO control signal; activation, % at 9 µM;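 active = mean replicate activation of at least 50% with a set share of replicates each reaching 50%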;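 note: 0% = median of the neutral control wells and 100% = twice that signal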
GSK3B inh – human GSK3beta kinase inhibition. GST-GSK3beta kinase, ADP-Glo luminescence, 60 min; hits give low values. activity score (negative = inhibition), % at 10 µM. P49841. hit rate 0.038% among 300,000;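 active = more than half of replicate wells score below -50%, meaning over 50% inhibition versus plate controls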;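 note: 0% = median DMSO wells and -100% = median GW8510 positive control wells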
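Test system – GST-tagged human GSK3beta kinase, cell-free · Incubation – 60 min enzyme reaction, room temperature · Signal – ADP-Glo luminescence · Also added – peptide substrate and ATP at 25 µM · Controls – DMSO neutral wells and GW8510 at 20 µM as positive · Buffer or medium – Tris/MgCl2 kinase buffer · Measure – Luminescence-derived activity versus plate DMSO and GW8510 wells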
AI-2 QS modul – modulates the Vibrio harveyi AI-2 quorum sensing system; Vibrio harveyi JMH597 AI-2 luminescence/OD600 ratio, 9 h; hits give low values; strain lacks LuxN and CqsS sensors; 0 = neutral-control median; activity change, % at 7.5 µM; hit rate 0.4% among 300,000; AID 2094; in the data active = activity change below about -75%, passing the limit was not always enough;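 note: luminescence divided by OD600 gain over 9 h not by final OD600 alone; inactives centre near 13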
PolyA inh – inhibitors of polyadenylation in S. cerevisiae. calls only at 12 µM. hit rate 0.02% among 300,000. S. cerevisiae SKY197-pL101 polyadenylation reporter, beta-gal luminescence; efflux-impaired pdr1/pdr3 knockout yeast; score 100 = 6 SD above DMSO. AID 1875;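 active = lowest replicate activity score at least 50, where 100 means six control SD above control mean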;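 note: yeast exposed to compound for 9 h at 30 °C; higher score means more reporter readthrough which indicates perturbed polyadenylation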
Platelet DG rel – modulates dense granule release in human platelets | AID 1663 | inhibition, %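 (compounds screened at 7.5 µM in platelet-rich plasma)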 | hit rate 0.22% among 300,000 | human platelet-rich plasma, SFLLRN dense granule ATP release, luminescence;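 active = mean replicate score, as percent of positive control, at or above 50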
Numbers without * were called inactive; i = inactive; x = no result given; & = joins results of further samples.

item	canonical_smiles	HSF1 inhib	HSP90 refold inh	GSK3A inh	HDAC3 inh	DYRK1A inh
1	O=C(c1ccccc1F)N(Cc1cccnc1)Cc1cc2cc3c(cc2[nH]c1=O)OCCO3	-1	5	-1	5	x
2	O=C(O)c1coc2ccccc12	-6	-3	x	3	x
3	Cc1nn(CC(=O)N/N=C/c2ccc3c(c2)OCO3)c(C)c1Br	0	-3	-3	2	5
4	COc1ccc(C2CC(C(F)(F)F)n3nc(C(N)=O)c(Cl)c3N2)cc1OC (stereo not drawn)	-6	3	-3	-12	0
5	CN(C(=O)COc1ncnc2c1cnn2-c1ccccc1)C1CCCCC1	2	0	-2	0	x
6	NS(=O)(=O)c1ccc(NC(=O)Cn2ncc3c2-c2ccccc2OC3)cc1	1	-3	1	-2	9
7	Cc1ccc(N2C(=O)c3ccc(C(=O)O)cc3C2=O)cc1C	-1	-4	0	6	0
8	Cc1ccc(OCCCNC2CCCC2)cc1	-8	-1	-4	-2	-6
9	CC1(c2ccc(Cl)cc2)NC(=O)N(CC(=O)Nc2ccc(F)cc2)C1=O (stereo not drawn)	8	-1	-2	10	1
10	COc1cc(CN2CC(=O)N(c3ccccc3Cl)C2=S)cc(OC)c1OC	-1	-2	0	-2	5
11	O=C(NCc1ccccc1)c1ccc(NC(=O)c2ccco2)cc1	6	-1	-3	3	-3
12	Cc1ccccc1C(=O)O/N=C/c1c(N2CCOCC2)n(C)c2ccccc12	-2	0	-1	-1	2

item	HSF-1 act	GSK3B inh	AI-2 QS modul	PolyA inh	Platelet DG rel
1	-4	1	-2	i	0
2	-3	-16	25	i	1
3	-2	-1	15	i	-2
4	-8	-3	14	i	0
5	-2	-3	5	i	-1
6	8	-1	-1	i	2
7	39	-2	46	i	-5
8	3	0	14	i	-6
9	-3	1	-78*	i	3
10	3	0	18	i	-5
11	21	3	7	i	2
12	-1	0	0	i	2

(list continues)
item	canonical_smiles	HSF1 inhib	HSP90 refold inh	GSK3A inh	HDAC3 inh	DYRK1A inh
13	Cc1ccccc1N(CC(=O)NC1CCCC1)C(=O)c1oc(C(C)(C)C)cc1C	-1	1	-4	-2	-8
14	CN(C(=O)CNC(=O)c1ccc(Br)o1)C1CCCCC1	0	1	-3	-1	2
15	Cc1ccc(NC(=O)C2CCCCC2C(=O)O)cc1C (stereo not drawn)	-12	1	-2	2	-3
16	CC(C)c1nnc(SCC(=O)N2CCN(C(=O)c3ccco3)CC2)n1N	-4	3	0	7	-3
17	C/C(NC1CCCCC1)=C(/C#N)C(=O)NCCN1CCOCC1	-2	0	-3	-1	6
18	CCOC(=O)C1=C(C)Nc2ccccc2N=C1NC(=O)c1cccc(S(=O)(=O)N(C)C)c1	-2	-1	1	4	-9
19	Cc1ccc(CNc2ccc3c(c2)ncn3C(C)C)cc1	11	-8	10	-2	-2
20	O=C(NCc1ccco1)C1CCCN(S(=O)(=O)c2ccccc2)C1 (stereo not drawn)	-1	-1	4	1	-5
21	CCOC(=O)/C(=N\Nc1cc(C(F)(F)F)ccc1Cl)N(CC)CC	0	-4	x	14	8
22	CCCC(C)NC(=O)CSc1nnc(-c2c[nH]c3ccccc23)o1 (stereo not drawn)	0	1	-2	-1	x
23	COC(=O)C1C2C=CC3(CN(c4cccc(C)c4)C(=O)C13)O2 (stereo not drawn)	-10	-4	-5	-3	0
24	COc1ccc2cc(C(=O)N(C)Cc3ccccc3)[nH]c2c1	9	2	-3	6	-1

item	HSF-1 act	GSK3B inh	AI-2 QS modul	PolyA inh	Platelet DG rel
13	1	2	34	i	1
14	5	7	4	i	18
15	-23	1	24	i	-1
16	-2	4	-4	i	-8
17	-11	1	18	i	-3
18	-5	0	2	i	7
19	10	-3	-26	i	4
20	-12	x	x	i	-7
21	-8	5	11	i	0
22	0	3	12	i	-36
23	-8	-6	23	i	-13
24	25	-1	14	i	0

Compound profiles, from the list above. Order of screens: HSF1 inhib | HSP90 refold inh | GSK3A inh | HDAC3 inh | DYRK1A inh | HSF-1 act | GSK3B inh | AI-2 QS modul | PolyA inh | Platelet DG rel
O=C(c1ccccc1F)N(Cc1cccnc1)Cc1cc2cc3c(cc2[nH]c1=O)OCCO3 as listed: -1 | 5 | -1 | 5 | x | -4 | 1 | -2 | i | 0
Cc1ccc(OCCCNC2CCCC2)cc1 as listed: -8 | -1 | -4 | -2 | -6 | 3 | 0 | 14 | i | -6
NS(=O)(=O)c1ccc(NC(=O)Cn2ncc3c2-c2ccccc2OC3)cc1 as listed: 1 | -3 | 1 | -2 | 9 | 8 | -1 | -1 | i | 2
COc1cc(CN2CC(=O)N(c3ccccc3Cl)C2=S)cc(OC)c1OC as listed: -1 | -2 | 0 | -2 | 5 | 3 | 0 | 18 | i | -5
CCOC(=O)/C(=N\Nc1cc(C(F)(F)F)ccc1Cl)N(CC)CC as listed: 0 | -4 | x | 14 | 8 | -8 | 5 | 11 | i | 0

Going on with the list:
item	canonical_smiles	HSF1 inhib	HSP90 refold inh	GSK3A inh	HDAC3 inh	DYRK1A inh
25	Cc1ccc(-c2nc(CS(=O)CC(=O)NCc3ccc(F)cc3)c(C)o2)cc1 (stereo not drawn)	7	-1	0	1	-3
26	COC(=O)C(CC(=O)c1ccc(Br)cc1)n1cccn1 (stereo not drawn)	0	0	-1	-7	5
27	CCn1c(CNC(=O)c2ccc3c(c2)OCO3)nnc1SCC(=O)Nc1cc(C)ccc1OC	2	-1	2	-1	8
28	Cc1cccc(CC(=O)NC2CCS(=O)(=O)C2)c1 (stereo not drawn)	1	x	-6	5	-6
29	CCN(CC)S(=O)(=O)c1ccc(OC)c(NC(=O)c2ccc(OC)c([N+](=O)[O-])c2)c1	-2	2	0	10	-3
30	CC1Cc2ccccc2N1C1=NS(=O)(=O)c2ccccc21 (stereo not drawn)	-9	-1	-4	-2	-2
31	COc1ccc(NC(=O)C2C3C=CC(O3)C2C(=O)NCc2cccnc2)cc1 (stereo not drawn)	3	4	0	-4	-2
32	CN(C)CCCC(C)(O)C(C)(C)c1ccccc1 (stereo not drawn)	1	-4	-1	0	-5
33	O=C(CNC(=O)c1cccs1)NCCN1CCN(c2ccccc2F)CC1	3	0	-1	-5	4
34	O=C(OCC(=O)N1CCC(Cc2ccccc2)CC1)c1ccc[nH]c1=O	4	2	-2	4	-1
35	O=C(OCC(=O)c1c[nH]c2ccccc12)c1cc2ccccc2cc1O	12	3	-1	1	2
36	C=CCN(CC=C)C(=S)NCCc1ccc(OC)c(OC)c1	1	-2	0	-6	-2

item	HSF-1 act	GSK3B inh	AI-2 QS modul	PolyA inh	Platelet DG rel
25	21	-2	17	i	-4
26	-18	1	29	i	5
27	-11	2	31	i	-4
28	7	4	1	i	1
29	-5	-3	-11	i	12
30	-14	-2	-7	i	7
31	9	3	-9	i	-9
32	-12	-1	13	i	12
33	-4	2	15	i	12
34	2	1	11	i	-2
35	15	-2	-38	i	7
36	-10	2	11	i	2

Remaining list, next part
item	canonical_smiles	HSF1 inhib	HSP90 refold inh	GSK3A inh	HDAC3 inh	DYRK1A inh
37	COc1ccccc1N1CCN(CCN2C(=O)C3CCCN3C2=O)CC1 (stereo not drawn)	7	-1	2	9	7
38	Cc1ccc2nc(SCC(=O)Nc3cc(C)on3)nc(=O)n2c1	1	x	2	-5	9
39	Cc1ccc(N(C(=O)CNC(=O)c2ccco2)C(C(=O)NC2CCCC2)c2cccnc2)cc1F (stereo not drawn)	1	-1	-1	-3	-12
40	CN(Cc1ccccc1)C(=O)CCS(=O)(=O)c1ccc2c(c1)oc(=O)n2C	0	-2	0	4	-3
41	O=C(Nc1ccccc1)Nc1snnc1C(=O)Nc1cccc(O)c1	-7	1	x	x	6
42	CC1=NNC(=O)C1CCC(=O)N/N=C/C(Br)=C/c1ccccc1 (stereo not drawn)	67	-3	7	x	-5
43	Cc1cc(C(=O)Nn2c(C3CCCCC3)nc3ccccc3c2=O)ccc1[N+](=O)[O-]	4	2	-2	7	3
44	CN1C(C(=O)Nc2ccc(OC(F)(F)F)cc2)=CC(c2ccco2)=NS1(=O)=O	-11	-6	-9	19	9
45	C=CCNC(=O)C1(S(=O)(=O)c2ccccc2)CC=CC1	0	-1	-1	0	4
46	N#Cc1cc(C(=O)c2cc(Br)ccc2O)cn(C2CCCCC2)c1=O	5	-2	2	13	-2
47	Cc1ccc(OCC(O)CNC(=O)c2ccccc2C(=O)O)cc1 (stereo not drawn)	7	1	2	2	-6
48	CCc1nc(C#N)c(N2CCOCC2)o1	0	-3	0	-2	-8

item	HSF-1 act	GSK3B inh	AI-2 QS modul	PolyA inh	Platelet DG rel
37	31	2	27	i	7
38	2	-4	13	i	5
39	7	-6	26	i	1
40	-6	3	28	i	17
41	-12	-4	22	i	6
42	88*	-1	17	i	19
43	9	-1	1	i	3
44	-16	9	21	i	-1
45	-8	-7	8	i	-9
46	12	2	26	i	-6
47	6	-4	10	i	x
48	-1	1	20	i	-4

3 compounds drawn at random from those above:
item	canonical_smiles	HSF1 inhib	HSP90 refold inh	GSK3A inh	HDAC3 inh	DYRK1A inh
40	CN(Cc1ccccc1)C(=O)CCS(=O)(=O)c1ccc2c(c1)oc(=O)n2C	0	-2	0	4	-3
45	C=CCNC(=O)C1(S(=O)(=O)c2ccccc2)CC=CC1	0	-1	-1	0	4
41	O=C(Nc1ccccc1)Nc1snnc1C(=O)Nc1cccc(O)c1	-7	1	x	x	6

item	HSF-1 act	GSK3B inh	AI-2 QS modul	PolyA inh	Platelet DG rel
40	-6	3	28	i	17
45	-8	-7	8	i	-9
41	-12	-4	22	i	6

Next part
item	canonical_smiles	HSF1 inhib	HSP90 refold inh	GSK3A inh	HDAC3 inh	DYRK1A inh
49	Cc1ccc(-n2c(O)c(/C=N/n3cnnc3)c3ccccc3c2=O)cc1	-14&-9	1&-2	1&0	1&-7	-3&3
50	COc1cc(C(=S)N2CCOCC2)cc(OC)c1O	-5	2	-1	-1	17
51	COc1ccccc1C(=O)Nc1ccc2[nH]ncc2c1	0	-2	6	2	x
52	O=C(O)c1ccc2c(c1)ncn2C1CCCC1	1	-5	1	2	2
53	N#Cc1ccsc1NC(=O)CN1CCN(c2ccccc2)CC1	0	0	-1	1	-10
54	CCCCn1c(N)c(N(CCOC)C(=O)C2CCN(S(=O)(=O)c3ccc(F)cc3)CC2)c(=O)[nH]c1=O	-3	x	2	4	16
55	CCOC(=O)c1c(-c2ccc(OC)cc2)cn2ccccc12	15	2	0	-6	1
56	Cc1cc(C)nc(NC(=O)CSc2nc3cc(Cl)ccc3s2)n1	12	3	-2	4	-3
57	Cc1cc(O)c(C2(O)C(=O)Nc3ccccc32)cc1C (stereo not drawn)	-5	2	-2	-9	-5
58	O=C(Nc1ccc2nsnc2c1)N1CCCCC1	-2	2	18	0	6
59	Cc1cc(NC(=O)CSc2ccc3ccccc3c2)no1	2	3	-4	4	-8

item	HSF-1 act	GSK3B inh	AI-2 QS modul	PolyA inh	Platelet DG rel
49	-28&0	0&-2	16&20	i	14&0
50	-7	0	9	i	0
51	-5	0	8	i	11
52	28	0	17	i	1
53	10	-1	22	i	0
54	-12	1	6	i	-2
55	21	4	3	i	2
56	12	1	9	i	-20
57	4	2	7	i	1
58	0	-4	9	i	2
59	-5	8	6	i	-1

The list is partial (hit frequency here may not be typical).
